# Screening data (PubChem)
# Diaph inh CS = inhibits diaphorase or chemically oxidizes, flagging diaphorase assay artifacts | inhibition, % at 20 µM | 190,000 tested, 0.69% active | diaphorase resazurin-to-resorufin fluorescence, NADH, 16 min; bacterial (C. kluyveri) enzyme, not human | AID 1217;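 active = primary screen inhibition at 20 µM above a set limit, cut at about 50% in these data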;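 also: plate controls were DMSO with full reaction for no effect and wells lacking NADH for full effect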
#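 Test system: bacterial diaphorase enzyme (C. kluyveri); Quantity: 0.14 U/mL diaphorase, enzyme working solution; Times: reaction incubation of 16 min at room temperature; Measured by: fluorescence of resorufin formed from resazurin, Ex 544/Em 590 nm; Benchmarks: positive control minus NADH, DMSO neutral control.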
# S1P3 antagonist = blocks the human S1P3 receptor | Q99500 | CHO S1P3 NFAT-BLA reporter, FRET fluorescence, antagonist mode | inhibition, % at 4.98 µM | 170,000 tested, 0.27% active | AID 485;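 active = inhibition above the plate cutoff, the mean inhibition of test wells on that plate plus 3 SD, cut at about 28% in these data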;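 also: cells challenged with S1P at its EC80 of 0.8 µM; blue over green emission ratio from cleaved BLA substrate after 4 h stimulation; 0% = S1P-stimulated wells and 100% = unstimulated DMSO-only wells; some compounds past the cut are filed as inactive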
# DTT redox prof = compounds producing H2O2 with reducing agent – biochemical, NIH compound library profiling, artefact control for MLSCN library redox annotation, primary screen; activation, % at 10 µM; DTT-dependent redox cycling H2O2, phenol red/HRP absorbance; 100% = 100 µM peroxide control, 0% = buffer; 200,000 tested, 0.03% active;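 active = activation of at least 50% relative to the plate's high and low controls in the primary single-dose screen; inactive = activation below 50%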;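 also: compound incubated with DTT at 0.8 mM final as the reducing agent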
# RAM inhibit = yeast RAM network inhibition; S. cerevisiae dse1pr::URA3 reporter, 5-FOA growth OD615, 2 d; analog-sensitive cbk1-as2 kinase mutant strain; inhibition, % at 50 µM; 190,000 tested, 1.8% active;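 active = inhibition above a set limit, 3 SD over mean compound inhibition, cut at about 8.4% in these data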;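 also: 0% = DMSO-only wells with no growth and 100% = 10 µM 1-NA-PP1 full growth; inhibition rescues growth on 5-FOA so higher OD means more RAM inhibition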
# PMI act = activators of human phosphomannose isomerase; purified human PMI, coupled resazurin fluorescence, 20 min; stronger effect = higher value; 1 = vehicle control, 0 substrate-free wells; 190,000 tested, 0.005% active; activation factor at 20 µM;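 active = activation factor of 2 or more at 20 µM, relative to plate controls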
# Lmaj promast = reduces viability of Leishmania major promastigotes; inhibition, % at 10 µM; AID 1063; 200,000 tested, 9% active; resazurin fluorescence viability;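 also: promastigotes grown with compound for 44 hours at 28 °C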
# Diaph act CS = counter-screen for diaphorase-based assays: diaphorase activators and chemical reducers; AID 1229; 190,000 tested, 0.005% active; Diaphorase/resazurin coupled assay, resorufin fluorescence, 16 min; stronger effect = higher value; 1 = vehicle wells, 0 = NADH-free wells; activation factor at 20 µM;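 active = diaphorase activity raised at least twofold by the compound at 20 µM; inactive = activation factor below 2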
#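 Material: purified diaphorase enzyme from Clostridium kluyveri / Medium: HEPES pH 7.4 buffer with MgCl2 and Tween 20 / Schedule: enzyme reaction of 16 min at room temperature / Measured by: resorufin fluorescence, excitation 544 nm, emission 590 nm / Evaluation: rise in resorufin formation, marking diaphorase activation or chemical reduction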
# Hsp70 activator = transcriptional activators of Hsp70; 200,000 tested, 0.04% active; activation, % at 10 µM; AID 1203; HeLa Hsp70 promoter luciferase reporter, luminescence; scaled: vehicle 0, proteasome-inhibitor control 100%;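 active = activation above the mean across all tested compounds plus 3 SD, cutoff set per campaign, cut at about 5.5% in these data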;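 also: 100% = MG132 at 30 µM as the positive control and 0% = DMSO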
# PMI act satM6P = PMI (human) activation, high substrate | activation factor at 20 µM | coupled PMI enzyme assay, resazurin fluorescence, 20 min; stronger effect = higher value; 1 = untreated enzyme, 0 = substrate-free blank | AID 1216 | P34949 | 190,000 tested, 0.34% active;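 active = activation factor of 2 or more at 20 µM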
#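 Test system: Human PMI in coupled enzyme assay | Input: 15 ng/mL PMI | Medium: HEPES-buffered pH 7.4 with magnesium and detergent | Compound: One concentration, 20 µM, in 1% DMSO | Incubation: Enzyme reaction with compound 20 min at room temperature | Detection: Diaphorase-driven resazurin-to-resorufin fluorescence, excitation 544, emission 590 nm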
# G6PDH counter = counter-screen for G6PDH assay hits: L. mesenteroides G6PDH inhibition. Purified L. mesenteroides G6PDH, diaphorase/resazurin coupled fluorescence, 45 min. inhibition, % at 5 µM. 200,000 tested, 0.12% active
# TLR4-MyD88 BLA = TLR4-MyD88 interaction inhibition in cells | HeLa CL3-4 TLR4/MyD88 BLA complementation, FRET ratio | inhibition, % at 8.4 µM | 200,000 tested, 0.18% active; in the data active = inhibition above about 25%;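 also: 0% = vehicle and 100% = reference inhibitor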
# Target sequence (O00206 whole entry, looked up): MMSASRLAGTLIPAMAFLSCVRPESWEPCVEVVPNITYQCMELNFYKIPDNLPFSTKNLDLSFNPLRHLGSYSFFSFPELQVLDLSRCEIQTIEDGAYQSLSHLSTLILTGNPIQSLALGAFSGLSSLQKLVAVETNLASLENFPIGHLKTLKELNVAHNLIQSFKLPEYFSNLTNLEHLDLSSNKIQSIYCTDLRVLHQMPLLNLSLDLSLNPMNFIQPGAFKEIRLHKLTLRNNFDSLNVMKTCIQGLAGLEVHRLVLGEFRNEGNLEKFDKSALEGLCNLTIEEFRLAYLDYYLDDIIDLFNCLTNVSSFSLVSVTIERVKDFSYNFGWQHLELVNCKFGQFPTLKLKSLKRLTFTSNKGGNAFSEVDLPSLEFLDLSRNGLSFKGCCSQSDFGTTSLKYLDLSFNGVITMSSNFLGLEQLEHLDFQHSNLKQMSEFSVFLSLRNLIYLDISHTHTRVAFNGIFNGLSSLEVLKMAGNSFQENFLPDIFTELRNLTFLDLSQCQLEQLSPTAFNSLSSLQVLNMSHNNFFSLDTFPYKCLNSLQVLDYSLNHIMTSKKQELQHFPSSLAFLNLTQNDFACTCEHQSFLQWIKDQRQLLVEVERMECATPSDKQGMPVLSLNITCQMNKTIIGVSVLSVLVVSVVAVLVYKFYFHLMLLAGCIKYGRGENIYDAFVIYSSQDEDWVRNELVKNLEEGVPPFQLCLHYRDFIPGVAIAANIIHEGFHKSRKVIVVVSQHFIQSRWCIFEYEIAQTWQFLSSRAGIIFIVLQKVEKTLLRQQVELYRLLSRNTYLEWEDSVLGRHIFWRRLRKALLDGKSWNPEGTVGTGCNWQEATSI
# Target sequence (Q99836 whole entry, looked up): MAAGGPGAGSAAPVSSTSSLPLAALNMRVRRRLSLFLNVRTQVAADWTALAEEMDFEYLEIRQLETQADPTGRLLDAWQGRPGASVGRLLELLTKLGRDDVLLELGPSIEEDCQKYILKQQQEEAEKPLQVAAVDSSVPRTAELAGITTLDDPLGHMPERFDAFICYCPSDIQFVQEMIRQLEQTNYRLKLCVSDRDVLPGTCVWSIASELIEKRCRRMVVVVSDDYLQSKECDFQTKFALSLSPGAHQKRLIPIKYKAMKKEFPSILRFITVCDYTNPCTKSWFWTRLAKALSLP
# * marks the source's active call; other numbers are inactive results; . = not tested or not shown. Rule as the data show it, unless noted: active = inhibition above about 50%; inactive = the rest.
# Results follow in this order: Lmaj promast, DTT redox prof, PMI act satM6P, PMI act, G6PDH counter, TLR4-MyD88 BLA, RAM inhibit, Diaph inh CS, Hsp70 activator, S1P3 antagonist, Diaph act CS
CCOc1ccc(C(C(=O)NC2CCCCC2)N(C(=O)c2ccco2)c2ccc(-n3cnnn3)c(C)c2)cc1 (stereo unspecified)
    5, 1.4, 0.9, 0.9, 4, -7, 2.2, 21, -0.1, ., 0.8
O=C(Nc1ccc2c(c1)OCO2)N1CCN(c2ncccn2)CC1
    -9, -1.6, 0.8, 0.8, 10, -2, 1.6, 22, -0.1, 10, 0.8
Cc1ccc(C(=O)CC(C(=O)O)P(=O)(c2ccccc2)c2ccccc2)cc1 (stereo unspecified)
    5, -0.7, 1, 1, 9, -22, 0.7, 4, -0.1, -19, 1
Cc1ccc(-c2nc3ncccc3o2)cc1NC(=S)NC(=O)c1ccco1
    1, 0.1, 0.6, 0.8, 8, 7, 2.7, 10, 0.0, -4, 0.9
N#CC1=C(N)N(c2ncn[nH]2)C2=C(C(=O)CCC2)C1c1ccccc1 (stereo unspecified)
    -7, -0.5, 0.8, 0.9, 0, -1, 0.4, 12, 0.1, 3, 0.9
O=C(NCc1ccco1)c1c(O)c2cccc3c2n(c1=O)CCC3
    5, -2.5, 1, 1.1, 3, -6, 6.0, 8, -0.1, 1, 0.9
CCCCc1cc(O)c(CCCC)c(O)c1
    99*, 0.4, 0.7, 0.8, 12, -10, -1.6, 27, 0.1, 26, 0.7
CCc1cc[n+](C2=C([O-])c3ccccc3C(=O)/C2=N\S(=O)(=O)c2cccs2)cc1
    99*, -1.2, 0.6, 1.1, 51*, -21, 3.1, 21, -0.2, 2, 0.8
O=C(CSc1ccc(-c2cccnc2)nn1)N1CCCC1
    -5, -0.6, 0.9, 1.1, 8, 3, 1.9, 16, -0.1, -15, 0.8
C/C(CC(=O)Nc1ccc(Cl)cc1)=N\NC(=O)C(=O)N1CCCCC1
    -7, 0.0, 1, 1.1, 9, 6, -0.3, 13, -0.1, 2, 0.9
Cc1ccc2cc3c(N)c(C(=O)Nc4c(C)[nH]c(=O)[nH]c4=O)sc3nc2c1
    -4, 0.5, 1.1, 1, 12, 3, 9.5*, 25, -0.4, 5, 0.8
COc1ccccc1NC(=O)c1nnn(CC(=O)Nc2ccccc2)c1N
    -7, 0.7, 1, 1.1, 4, 2, 1.9, -7, -0.2, 11, 1.1
COc1ccc(N=Cc2c(O)cc(C)oc2=O)cc1
    -4, -1.0, 0.9, 1.1, 1, 0, -0.1, -14, -0.1, -3, 1.1
CC(C)OC(=O)CCC(=O)Nc1nc2ccccc2s1
    1, -1.3, 1.1, 1.1, 10, 10, 0.8, 9, -0.2, 10, 0.9
O=C(CSc1nnc(-c2ccc([N+](=O)[O-])cc2)o1)Nc1ccccn1
    6, -1.2, 1, 1.1, 5, -13, 2.2, -1, 0.2, 0, 1
COc1cccc(CNC(=S)Nc2cc(C)ccc2C)c1
    13, 0.0, 0.9, 1, 4, -7, -0.6, 6, -0.3, -4, 0.9
CC(=O)Nc1cccc(C(=O)N2CCN(Cc3ccccc3)CC2)c1
    5, 0.7, 1, 0.9, 16, 3, 2.2, -3, -0.2, -8, 1
NC(=O)COC(=O)CC1CC2CCC1C2 (stereo unspecified)
    7, -0.6, 1, 1.1, 1, 1, -1.5, -12, -0.1, 7, 1.1
O=C(Cc1ccccc1)NC(NNc1ccccc1)(C(F)(F)F)C(F)(F)F
    -5, -1.0, 2.5*, 1.7, 0, 0, 1.0, 11, -0.3, ., 0.9
Cc1ccc(-c2nnc(-c3ccncc3)n2-c2ccc(C)cc2)cc1
    7, 0.1, 1, 1, 0, -1, -1.0, 14, -0.3, ., 0.9
O=C(c1ccc2c(=O)n(CC3CCCO3)c(=S)[nH]c2c1)N1CCN(c2ccccc2)CC1 (stereo unspecified)
    -8, 2.2, 1, 0.9, 1, -16, 5.0, 16, -0.3, -32, 0.8
CCN1CCCC(NC(=O)c2scc3c2CCCC3)C1 (stereo unspecified)
    5, -1.1, 0.9, 1, 4, -3, 2.5, 23, -0.1, -6, 0.8
Cc1sc(NC(=O)C2C3CCC(C3)C2C(=O)O)c(C(N)=O)c1-c1ccc(C(C)(C)C)cc1 (stereo unspecified)
    57*, -0.1, 1.1, 1.1, -2, -1, 1.6, 5, -0.1, -2, 1
C#CCNC(=O)C1=C[C@@H](C2CCCCC2)[C@H](CCCO)[C@@H](OCC)O1
    0, -0.3, 0.9, 0.9, 14, -3, 0.8, 17, -0.5, -11, 0.8
CCC(=O)Nc1nc(C)nc(C)c1C(C)=O
    -1, -0.8, 1.1, 1, 6, -9, 1.0, -6, 0.1, -24, 1.1
CC1(C)CC(=O)C(C2c3ccccc3Oc3ccccc32)C(=O)C1
    -6, -0.1, 0.5, 0.8, 6, -10, 3.9, 22, -0.3, 7, 0.8
COc1ccc(N2CC(C(=O)Nc3ccc(N4CCOCC4)cc3)CC2=O)cc1 (stereo unspecified)
    2, -0.2, 1.1, 1.1, 7, -11, 0.9, -13, -0.1, ., 1.1
COc1cc(OC)c(C(=O)Nc2ncn[nH]2)cc1OC
    3, 0.8, ., ., ., 8, ., ., -0.1, 5, .
COc1cccc(-n2nnc3c(=O)n(CC(=O)N4CCCCC4)cnc32)c1
    2, 2.9, 1, 1, 1, 0, 0.3, 10, 0.1, -4, 0.9
CC(=O)c1c(C)[nH]c(C(=O)CSc2ncnc3sc(-c4ccccc4)cc23)c1C
    74*, -0.6, 1, 0.9, -15, -11, 3.6, 21, -0.3, -7, 0.8
COc1ccc(CCNC(=O)CSc2c[nH]c3ccccc23)cc1OC
    -5, -0.9, 1, 1, 6, 7, 1.5, 6, -0.2, 7, 0.9
CCOc1ccc(NC(=O)CN(c2ccc([N+](=O)[O-])cc2)S(=O)(=O)c2ccccc2)cc1
    31, 0.5, 0.9, 0.8, 7, -19, 5.5, 17, -0.1, 0, 0.8
O=C(NCc1cccs1)c1cnc2sccn2c1=O
    -10, -2.3, 0.9, 0.8, 13, 9, 0.9, 6, -0.2, -7, 0.9
Cc1cccc(NC(=O)CCN2CCN(C/C=C/c3ccccc3)CC2)c1
    91*, 0.8, 1.1, 1.1, -11, 1, 2.1, -1, -0.1, 1, 1
CCOC(=O)CSc1nnc(-c2ccc(Cl)cc2Cl)o1
    -4, 2.9, 1, 0.9, -22, -2, 1.5, 6, -0.4, 10, 0.9
CC(C)C(c1nnnn1Cc1ccc(F)cc1)N1CCSCC1 (stereo unspecified)
    -8, 0.3, 1, 1, 6, 8, 0.0, 13, 0.5, 20, 0.9
COc1ccc(NC(=O)CSc2nc(N)c(C#N)cc2C#N)cc1
    2, 0.1, 1.1, 1.1, 9, 2, 5.9, 11, -0.4, ., 0.9
CCCN(CC1CC1)C(=S)NC(=O)c1ccc(S(=O)(=O)N2CCOCC2)cc1
    -2, -0.2, 1, 0.9, -2, -1, 0.3, 20, 0.5, -12, 0.8
CCCSc1nc(-c2ccccc2)cc(C(F)(F)F)c1C#N
    4, 0.7, 1, 1, 7, 3, 5.3, 11, 0.2, ., 0.9
CCOP(=O)(OCC)C(NC(=O)Nc1ccccc1)c1ccccc1 (stereo unspecified)
    -5, 0.1, 0.9, 0.8, 2, -12, -0.9, 10, 0.1, -5, 0.9
O=C(c1sc2ccccc2c1Cl)N1CCN(c2ccc(F)cc2)CC1
    1, -8.5, 0.9, 0.8, 7, 4, 4.1, 10, 0.2, ., 0.9
COc1ccc(C(=O)NC(C)c2nnc(SCC(=O)Nc3nc4ccccc4s3)n2C)cc1 (stereo unspecified)
    -8, 0.0, 1, 0.9, -2, -5, 0.5, 14, -0.1, -16, 0.9
CCOC(=O)CNC(=O)CSc1nnc(Cn2cnc3ccccc32)n1C
    -4, 0.1, 1, 1, 5, -11, 3.6, 3, -0.1, 9, 1
CCc1nc2c(C#N)c(-c3ccc(Cl)cc3)ccn2n1
    1, 0.3, 0.9, 0.9, 12, 3, 0.1, 8, 0.0, ., 0.9
COc1cccc(C(=O)N2CCn3c2nc2ccccc23)c1
    -1, 0.1, 0.9, 1, 5, 8, 0.8, -7, 0.1, 5, 1.1
CCCS(=O)(=O)N1CCN(Cc2ccc3c(c2)c2ccccc2n3CC)CC1
    71*, -0.5, 1, 1, -6, 2, 0.5, 16, -0.2, 9, 0.8
CC(C)OC(=O)c1cc(NC(=S)Nc2ccc([N+](=O)[O-])cc2)cc(C(=O)OC(C)C)c1
    100*, -0.4, 1, 0.9, 1, 0, 2.9, 14, 0.2, ., 0.9
O=C(NC(=S)Nc1ccc(Cc2ccncc2)cc1)c1ccccc1
    -5, -0.1, 0.9, 0.8, 2, -10, 1.1, 19, -0.4, 7, 0.8
CCCC(C)(C)NC(=O)CCCCC(=O)NC(C)(C)CCC
    -2, 2.4, 1, 1, 3, 1, 0.3, 1, -0.4, 0, 1
CCOc1ccccc1NC(=O)CCC(=O)Nc1ccccc1OCC
    -1, -0.1, 1.1, 1.1, 1, -2, 4.6, 2, -0.1, ., 1

# New compounds follow:
# Results follow in this order: Lmaj promast, DTT redox prof, PMI act satM6P, PMI act, G6PDH counter, TLR4-MyD88 BLA, RAM inhibit, Diaph inh CS, Hsp70 activator, S1P3 antagonist, Diaph act CS
COC(=O)C1=C(C)n2cnnc2NC1c1ccc(Cl)cc1 (stereo unspecified)
    5, -3.1, 0.9, 0.9, -12, 6, 1.6, 6, -0.1, 15, 0.9
CCN(CC)S(=O)(=O)c1ccc(OC)c(NC(=S)Nc2cccc(C)c2C)c1
    97*, -0.2, 1.1, 0.9, -2, 8, 1.5, 6, -0.3, 6, 0.9
O=CN1CCC(=O)N(Cc2ccccc2)c2ccccc21
    -10, 0.4, 1.1, 1, 8, 6, 1.8, 4, 0.0, -2, 1
CC(NC(=O)c1ccc(N2CCCC2=O)cc1)c1ccccc1 (stereo unspecified)
    -6, 1.8, 1, 1.1, 10, 2, 2.2, -3, -0.1, ., 1
CC(C)c1ccc(NC(=O)COc2nnc(-c3cccs3)c(-c3cccs3)n2)cc1
    83*, 1.1, 0.9, 0.9, -2, -8, 5.0, 15, -0.4, ., 0.9
O=C1CC(c2ccco2)CC(O)=C1C=NCC1NCCc2ccccc21 (stereo unspecified)
    -1, 2.4, 0.6, 0.9, 2, 12, 0.1, 32, 0.0, 10, 0.7
Cc1c(C(=O)N2CCN(C)CC2)oc2c1C(=O)CC(C)(C)C2
    -4, 1.9, 1, 1, 26, -7, 2.9, -10, -0.1, -13, 1.1
